MC4R ag barr: activates human MC4R beta-arrestin recruitment; U2OS MC4R beta-arrestin complementation, luminescence; percent of melanotan II response, DMSO zero; activation, % at 8.9 µM; 360,000 compounds, 0.98% hits;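 active means activation above a per-plate cutoff, the mean activation of sample wells on that plate plus 3 SD, cut at about 8% in these data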
Target sequence (P32245 whole entry, looked up): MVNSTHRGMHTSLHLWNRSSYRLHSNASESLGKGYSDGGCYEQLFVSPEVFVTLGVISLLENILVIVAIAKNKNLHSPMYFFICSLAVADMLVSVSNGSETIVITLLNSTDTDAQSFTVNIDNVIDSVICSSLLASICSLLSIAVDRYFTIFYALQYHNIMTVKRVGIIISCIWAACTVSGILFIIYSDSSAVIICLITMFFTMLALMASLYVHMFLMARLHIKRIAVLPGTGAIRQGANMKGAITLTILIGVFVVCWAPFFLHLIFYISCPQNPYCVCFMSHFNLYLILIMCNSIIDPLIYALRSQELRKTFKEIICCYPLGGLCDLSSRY
H9c2 protect: myocardial damage modulation in H9c2 cells; H9c2 cardiomyocytes, H2O2 injury protection, ATPLite, 2 h; protection from H2O2 cell death, % at 20 µM; 360,000 compounds, 0.63% hits; AID 588492;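 active means compounds giving at least 50% protection of heart cells from peroxide-induced death in the single-dose screen, raw or plate-pattern-corrected value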;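 further: 0% = DMSO wells with peroxide and 100% = DMSO wells without peroxide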
ABHD5-PLIN5 inh: blocks binding of human ABHD5 to perilipin-5. Split G. princeps luciferase complementation, luminescence, 4 h. inhibition, % at 4 µM. 360,000 compounds, 0.78% hits. AID 602281;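 active means inhibition above the mean inhibition across every tested compound plus 3 SD, cut at about 22% in these data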;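 further: 0% = DMSO only wells and the 100% control is not disclosed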
SRC2 inh: inhibits human steroid receptor coactivator 2. HEK293 GAL4-SRC2 luciferase reporter, luminescence. Q15596. 370,000 compounds, 0.17% hits. inhibition, % at 9 µM;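 active means inhibition above the mean inhibition of all tested compounds plus 3 SD, set per campaign, cut at about 52% in these data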;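 further: 0% = DMSO treated cells and 100% = cells given Gossypol at 36 µM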
MC4R antag cAMP: antagonists of human melanocortin 4 receptor (MC4R); P32245; MC4R-expressing cells, MTII-stimulated cAMP, LANCE TR-FRET; inhibition, % at 6.5 µM; 360,000 compounds, 0.48% hits;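 active means inhibition above its plate's cutoff, the mean of tested wells on that plate plus 3 SD, cut at about 29% in these data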;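 further: 0% = Melanotan II alone and 100% = Melanotan II plus saturating MCL0020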
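Assay system: U2OS-MC4R stable cell line; Also added: Melanotan II; Technique: Eu-cAMP/anti-cAMP TR-FRET, emission 671 nm; Times: 30-min compound, 1-h challenge, 1-h detection, room temperature.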
Glyco luc inh: blocks N-linked glycosylation in D54 reporter cells | D54 ERlucT glycosylation luciferase reporter, 24 h; percent of 100 nM tunicamycin response | reporter increase, % at 12.5 µM | 360,000 compounds, 0.23% hits | AID 588692;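 active means mean luciferase reporter signal, scaled so untreated is 0 and the glycosylation-blocking control 100, at or above a set limit in every replicate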;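 further: luciferase carries N-glycosylation sites so blocking glycosylation raises the light; 0% = median of neutral control wells and 100% = median of 100 nM tunicamycin wells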
TLR9-MyD88 block: blocks human TLR9 binding to MyD88. CHO BLA complementation TLR9-MyD88, CCF4 FRET ratio. inhibition, % at 4.98 µM. 340,000 compounds, 0.21% hits;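 active means inhibition above the mean over all tested compounds plus 3 SD, cut at about 21% in these data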;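 further: 0% = DMSO only wells and 100% = clavulanate BLA inhibitor control wells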
NOD2 RIPK2 PPI: inhibitors of human NOD2-RIPK2 interaction. O43353. CHO BLA complementation NOD2-RIPK2, CCF4 ratio. inhibition, % at 4.98 µM. 360,000 compounds, 0.38% hits. AID 624267; in the data active means inhibition above about 21%;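 further: 0% = vehicle only and 100% = reference blocker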
ABCB6 inh MLPCN: human ABCB6 transporter inhibition | Q9NP58 | K562-ABCB6 porphyrin accumulation, flow cytometry, 1 h; stronger effect = lower value | fluorescence ratio to DMSO, % at 10 µM | 360,000 compounds, 0.19% hits | AID 602162;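 active means fluorescence ratio to DMSO below 75%, the collection mean minus 3 SD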;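 further: signal is porphyrin accumulated inside mitochondria; 100% equals median channel fluorescence of DMSO control wells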
m5-HT2A agonist: mouse HTR2A agonism via beta-arrestin recruitment; CHO-K1 mHTR2A beta-arrestin complementation, luminescence; percent of 30 µM serotonin response; activation, % at 7.6 µM; 360,000 compounds, 0.66% hits;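 active means activation above a run cutoff, the mean activation of all tested compounds plus 3 SD, cut at about 14% in these data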;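 further: 0% = plate median of compound wells and 100% = 30 µM serotonin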
Target sequence (P35363 whole entry, looked up): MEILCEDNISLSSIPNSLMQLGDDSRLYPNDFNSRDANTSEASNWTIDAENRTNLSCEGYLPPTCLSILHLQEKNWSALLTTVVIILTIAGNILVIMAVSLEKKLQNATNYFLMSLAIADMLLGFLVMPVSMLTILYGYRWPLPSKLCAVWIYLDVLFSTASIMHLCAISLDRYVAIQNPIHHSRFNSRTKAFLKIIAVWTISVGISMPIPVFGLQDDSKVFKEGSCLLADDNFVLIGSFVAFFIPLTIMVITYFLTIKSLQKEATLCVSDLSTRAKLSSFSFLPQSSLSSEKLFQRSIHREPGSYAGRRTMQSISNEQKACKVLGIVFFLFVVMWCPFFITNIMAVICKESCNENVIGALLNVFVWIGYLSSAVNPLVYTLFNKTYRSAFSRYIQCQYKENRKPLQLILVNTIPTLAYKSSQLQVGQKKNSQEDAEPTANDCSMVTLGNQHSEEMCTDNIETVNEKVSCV
* hit, by the source's call; x = no result given. Some of the compounds tested. The share of hits here may be higher or lower than overall.

Values run as follows: MC4R ag barr	H9c2 protect	ABHD5-PLIN5 inh	SRC2 inh	MC4R antag cAMP	Glyco luc inh	TLR9-MyD88 block	NOD2 RIPK2 PPI	ABCB6 inh MLPCN	m5-HT2A agonist
> COc1ccccc1CNC(=O)COC(=O)c1c(C)nn(-c2ccccc2)c1Cl
  0.1	5.5	-7.0	-1.3	-20.1	-2.7	-16.6	2.5	95.0	4.1
> O=C(O)CC(CC(=O)N1CCN(C(=O)c2ccco2)CC1)c1ccccc1 (stereo not given)
  -1.6	-1.9	-6.1	-10.7	4.8	-0.8	-7.8	-0.9	102.0	0.0
> COc1ccccc1NC(=O)NC1CCCCCCC1
  -3.4	-0.6	-1.2	-26.2	3.5	-1.2	-0.6	-7.0	95.0	-7.7
> CC(C)N1CC(COc2ccc(Cl)cc2Cl)OC1=O (stereo not given)
  0.0	-1.0	-3.1	-5.4	1.7	1.4	-2.7	9.1	97.0	4.5
> Cc1ccc2c(Cl)cc(Cl)c(OCC(=O)O)c2n1
  -2.7	15.3	3.8	4.5	-5.0	0.4	-4.3	-10.8	96.0	-2.0
> COC(=O)c1ccc(CNC(=O)COC(=O)CCC(=O)c2ccc(F)cc2)cc1
  -3.6	3.4	6.7	-19.8	1.4	1.2	-9.7	-4.1	94.0	10.7
> O=C(c1ccc(OC2CCN(CCc3ccccc3)CC2)cc1)N1CCCC(O)C1 (stereo not given)
  -2.0	-4.0	0.2	-25.0	-0.1	0.3	2.0	-8.2	99.0	-7.8
> Cc1cccc(C)c1NC(=O)Nc1nnc([C@@H]2C[C@H](O)[C@@H](CO)O2)s1
  -1.7	-1.5	-3.5	8.7	2.0	2.3	x	-4.1	85.0	6.6
> Cc1ccc(S(=O)(=O)NC(=O)Nc2ccccc2F)cc1
  -2.1	1.0	-10.1	-14.9	11.8	-1.0	-4.2	-2.6	97.0	0.7
> Cc1c(OC(C)C(=O)NC2CC(C)(C)NC(C)(C)C2)ccc2c3c(c(=O)oc12)CCC3 (stereo not given)
  -2.8	1.5	-11.3	16.0	10.5	0.5	-4.1	0.7	177.0	0.5
> COC(=O)CCC(=O)OC1(C)C(=O)C=C2C=C(C3CC3)N(CCN3CCOCC3)C=C2C1=O (stereo not given)
  -0.2	1.5	-4.4	-14.7	2.8	3.5	-1.4	-8.5	97.0	-0.6
> C[C@H]1CN([C@@H](C)CO)C(=O)c2cc(NC(=O)Nc3cccc4ccccc34)ccc2O[C@@H]1CN(C)Cc1ccc(-c2ccccc2)cc1
  -1.7	-11.2	12.3	8.6	9.3	-4.6	1.6	5.9	104.0	-4.0
> CCN(CCCNC(=O)CCn1c(=O)[nH]c2ccccc2c1=O)c1ccccc1
  -1.3	3.3	-3.3	-23.8	2.2	1.0	12.4	7.8	96.0	-1.1
> N=c1n(CCN2CCOCC2)c2ccccc2n1CC(=O)c1ccc(Cl)c(Cl)c1
  -2.6	18.7	8.5	17.3	11.3	-0.4	5.6	7.8	100.0	-10.1
> CCN(C(=O)c1ccc2c(c1)OCO2)C1CCS(=O)(=O)C1 (stereo not given)
  -0.4	-0.6	7.8	-22.5	4.5	2.1	2.0	5.2	99.0	-3.9
> CC(C)CN(C(=O)c1ccc(Br)o1)C1CCS(=O)(=O)C1 (stereo not given)
  3.4	-4.7	4.9	-13.7	0.2	-0.3	-0.2	-6.7	99.0	5.6
> CC(C)c1cc(C(=O)N2CCN(C(c3ccccc3)c3ccccc3)CC2)no1
  -1.5	-6.8	-6.9	-6.3	4.3	-5.1	-12.3	7.2	96.0	1.7
> O=c1cnn(Cc2ccc(F)cc2)c2ccccc12
  -1.2	24.4	0.8	-7.1	9.3	-1.1	10.1	0.8	100.0	4.2
> COc1ccc(CNC(=O)c2cc(S(=O)(=O)N3CCCCC3)ccc2Cl)cc1OC
  -2.3	-10.8	0.0	1.3	9.0	-2.3	-5.4	1.9	98.0	-2.9
> CCOCCCNC(=O)C1CCCN1C(=O)NC1CCCCC1 (stereo not given)
  -2.0	3.0	-1.3	-28.7	-4.7	2.3	-5.8	3.3	96.0	2.6
> COc1cccc(OC)c1C(=O)Nc1ccc2nc(C)c(C)nc2c1
  -2.8	2.9	0.3	-15.9	5.5	1.6	2.0	-8.3	86.0	-2.4
> CCOc1ccc(NC(=O)CC2C(=O)N(CC)C(=S)N2NC(=O)c2ccncc2)cc1 (stereo not given)
  -0.2	0.1	9.0	-1.4	11.3	0.4	-6.7	-7.8	100.0	-0.3
> O=C(Nc1ccccc1C(=O)OCn1nnc2ccccc2c1=O)c1ccco1
  -1.5	16.3	2.1	-14.5	-1.0	-0.8	4.5	-11.9	95.0	3.4
> CC(C)C(C(=O)NCc1ccccc1)N1CCN(c2ccccc2F)CC1 (stereo not given)
  x	x	2.0	15.9	x	x	x	1.5	x	-6.2
> Cc1ccc(N2C(=O)c3ccc(C(=O)N4CCN(c5cccc(C)c5C)CC4)cc3C2=O)cc1
  -2.2	-6.8	-9.3	17.5	6.1	2.0	2.8	3.2	94.0	1.4
> CCc1ccc2[nH]c(=O)c(CN(CCN3CCOCC3)C(=O)Nc3ccccc3F)cc2c1
  -1.0	2.3	1.4	-25.3	4.5	1.5	1.8	1.9	97.0	10.5
> COc1cc(Nc2ccccc2Cl)c([N+](=O)[O-])nc1[N+](=O)[O-]
  -2.7	8.7	13.0	-4.6	-0.1	4.6	4.7	-11.7	92.0	7.6
> Cc1cc(SCC(=O)c2ccccc2)n2ncc(-c3ccccc3)c2n1
  -0.4	11.2	-5.2	-70.2	4.4	-1.7	-2.6	5.9	98.0	-2.0
> COc1ccc(CC(N)c2csc(Nc3ccccn3)n2)cc1 (stereo not given)
  0.4	-4.1	0.3	-18.2	-2.0	0.4	x	8.2	98.0	-6.4
> COc1ccc(OC)c(NC(=O)CCS(=O)(=O)c2cc3c(cc2C)NC(=O)CO3)c1
  -2.1	17.6	-5.8	10.2	10.3	1.1	9.4	-0.5	97.0	2.4

Molecules from the list above that contain an NH in an aromatic ring, in the order listed:
Values run as follows: MC4R ag barr	H9c2 protect	ABHD5-PLIN5 inh	SRC2 inh	MC4R antag cAMP	Glyco luc inh	TLR9-MyD88 block	NOD2 RIPK2 PPI	ABCB6 inh MLPCN	m5-HT2A agonist
> CCN(CCCNC(=O)CCn1c(=O)[nH]c2ccccc2c1=O)c1ccccc1
  -1.3	3.3	-3.3	-23.8	2.2	1.0	12.4	7.8	96.0	-1.1
> CCc1ccc2[nH]c(=O)c(CN(CCN3CCOCC3)C(=O)Nc3ccccc3F)cc2c1
  -1.0	2.3	1.4	-25.3	4.5	1.5	1.8	1.9	97.0	10.5

(continued)
Values run as follows: MC4R ag barr	H9c2 protect	ABHD5-PLIN5 inh	SRC2 inh	MC4R antag cAMP	Glyco luc inh	TLR9-MyD88 block	NOD2 RIPK2 PPI	ABCB6 inh MLPCN	m5-HT2A agonist
> COc1cccc(C2N(c3cccc(Cl)c3)C(=O)C3CCCN32)c1 (stereo not given)
  -2.3	-4.5	-3.6	-33.1	8.0	-0.9	9.9	-10.6	97.0	8.4
> OCC1(CCc2ccccc2)CCN(Cc2ccc3nsnc3c2)CC1
  -2.4	-1.3	-9.0	6.8	5.9	0.1	-6.2	-4.0	103.0	-5.2
> CCc1ccccc1S(=O)(=O)Cc1ccc(C(=O)N2CCN(c3ccccc3OC)CC2)o1
  -0.3	14.8	-36.9	-13.9	-0.8	-0.7	11.7	8.4	98.0	-4.3
> COc1ccc(S(=O)(=O)Nc2ccc(S(=O)(=O)N(C)C)cc2)cc1[N+](=O)[O-]
  3.8	14.4	9.9	-6.2	-1.1	4.5	5.7	5.4	95.0	3.8
> O=C(O)c1ccc2c(c1)C(=O)N(Cc1ccccc1)C2=O
  -0.3	10.7	3.7	-12.9	4.6	1.3	-4.0	-3.5	95.0	1.1
> COC(=O)c1c(C)oc2ccc(N(C(=O)c3ccncc3)S(=O)(=O)c3ccccc3)cc12
  0.2	-21.3	-5.9	25.8	11.1	-3.5	-1.9	-5.3	98.0	10.8
> COCC(C)NS(=O)(=O)c1ccc(NC(=O)C(Cc2ccccc2)NC(N)=O)cc1 (stereo not given)
  0.6	-0.2	0.3	1.2	4.2	1.6	-57.9	-7.8	107.0	1.1
> Nc1nc2ccccc2cc1C(=O)NCc1cccs1
  x	x	-0.1	18.3	x	x	x	-9.3	x	1.5
> COc1ccc(/C=C/C(=O)NC(=S)NNC(=O)Cc2cccs2)cc1
  -3.0	12.0	9.7	-4.6	1.7	2.7	0.3	-3.8	115.0	-0.5
> COc1ccc(CCC(=O)N2c3ccccc3N=C(c3ccc(C(F)(F)F)cc3)C2C(=O)NC2CCCC2)cc1 (stereo not given)
  x	x	-2.6	-40.9	x	x	x	-6.2	x	-5.8
> COC(=O)c1c(C)c[nH]c1C
  2.4	2.5	5.4	5.4	5.3	-1.3	6.0	19.0	102.0	1.3
> CCOC(=O)C1CCN(C(=O)N(C)C)CC1
  -1.8	1.9	-2.9	-16.3	1.7	0.1	-4.2	-1.0	97.0	-3.3
> CNC(=O)CSCc1cnn(-c2ccccc2)c1-n1cccc1
  -1.7	-2.1	-3.3	-4.0	4.3	0.4	-0.6	3.3	101.0	-3.6
> CC1(C)OC2COC(c3[nH]nc4c(=O)[nH]c(=O)[nH]c34)C2O1 (stereo not given)
  -1.0	2.0	2.2	-24.5	-4.9	1.9	-2.9	3.2	97.0	-3.0
> Cc1ccc(C)c(-n2nnc3ccccc3c2=O)c1
  -1.4	-0.7	4.1	-13.3	12.2	0.9	3.5	-6.3	99.0	8.2
> NC(=S)NNc1cc(Cl)cc(Cl)c1
  -0.4	10.5	-16.2	-7.1	-10.3	0.2	1.1	6.3	89.0	-0.1
> CCN(CC)S(=O)(=O)c1ccc(F)c(C(=O)NCCCN2CCOCC2)c1
  -2.9	5.3	0.9	-19.6	2.0	2.6	-5.0	-3.3	97.0	-0.9
> O=C(NCc1ccc2c(c1)OCO2)C1Cc2ccccc2CN1C(=O)c1ccco1 (stereo not given)
  -0.5	10.1	-0.2	1.3	5.8	-1.5	8.3	-1.0	96.0	0.3
> CCCCCCCC(=O)NNC(=O)c1ccc([N+](=O)[O-])cc1
  -0.3	1.1	-3.5	-19.3	-2.8	1.9	-6.7	2.0	106.0	-0.5
> COC(=O)c1cc(C)nc(N)c1C#N
  -2.1	5.9	0.4	-43.1	-0.2	-0.1	-1.2	-3.6	88.0	-5.3
> Oc1c(Br)cc(/C=N/NC(=S)NCc2ccco2)cc1Br
  1.2	4.9	-5.2	16.8	10.4	-1.6	-4.5	10.4	97.0	-2.8
> CCOc1ccccc1C(=O)NC(C(=O)Nc1cccc(S(N)(=O)=O)c1)C(C)C (stereo not given)
  0.1	-5.5	-0.9	-9.1	22.8	1.4	-8.4	-1.8	102.0	-3.7
> Cc1nc(Nc2ccccc2Br)c2nnn(Cc3ccccc3)c2n1
  0.1	-7.2	0.5	13.8	16.0	3.6	-6.4	-4.2	96.0	0.1
> Cc1cc(NC(=O)c2ccc(S(=O)(=O)N3CCc4ccccc43)cc2)no1
  0.7	-3.6	-13.3	2.6	3.8	-2.0	1.0	-1.8	102.0	-2.1
> Cc1cc(NC(=O)CSc2ncn[nH]2)no1
  -2.9	9.3	-4.3	11.1	0.6	1.2	1.2	-6.9	104.0	3.9

From PubChem
